Screening data (PubChem BioAssay)
Hsp90 inh = tumor Hsp90 inhibitors, primary screen, cell lysate, fluorescence polarization, NCI-N417 lysate; Heat shock protein HSP 90-alpha (Homo sapiens), P07900; Cy3B-geldanamycin FP displacement; inhibition, % at 30 µM; 0.35% of 64,000 active; AID 429, 2006;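 active = inhibition above 50%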;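 also: 0% = tracer plus lysate wells and 100% = tracer alone without lysate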
Cdc25B block = inhibitors of Cdc25B phosphatase catalytic domain, primary screen, biochemical, OMFP fluorescence; M-phase inducer phosphatase 2 (Homo sapiens), P30305; recombinant Cdc25B, OMFP fluorescence Ex485/Em525; inhibition, %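 (compounds tested at 10 µM final in the well)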; 0.1% of 65,000 active; in the data active = inhibition above about 50%
Target sequence (P30305 whole entry, looked up, the tested form may be a part): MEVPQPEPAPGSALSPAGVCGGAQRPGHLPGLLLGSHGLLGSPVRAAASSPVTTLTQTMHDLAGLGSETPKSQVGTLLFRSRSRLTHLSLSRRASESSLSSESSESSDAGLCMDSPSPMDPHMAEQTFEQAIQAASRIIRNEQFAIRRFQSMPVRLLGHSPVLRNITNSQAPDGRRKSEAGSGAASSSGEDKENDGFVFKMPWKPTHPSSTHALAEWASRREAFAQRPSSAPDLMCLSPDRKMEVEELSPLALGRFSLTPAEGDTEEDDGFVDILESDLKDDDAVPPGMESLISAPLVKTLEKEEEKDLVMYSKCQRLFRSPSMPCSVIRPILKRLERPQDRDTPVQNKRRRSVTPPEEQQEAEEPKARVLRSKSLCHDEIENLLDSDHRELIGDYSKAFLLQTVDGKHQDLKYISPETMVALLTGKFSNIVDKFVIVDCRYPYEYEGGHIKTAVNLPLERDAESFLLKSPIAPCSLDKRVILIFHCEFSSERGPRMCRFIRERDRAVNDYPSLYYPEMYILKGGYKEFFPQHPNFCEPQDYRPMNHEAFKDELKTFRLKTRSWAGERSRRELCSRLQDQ
MKP-1 inh = MKP-1 phosphatase inhibitors, primary screen, biochemical, in vitro. inhibition, %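 (compounds tested at a single concentration somewhere between 10 and 100 µM)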. Dual specificity protein phosphatase 1 (Homo sapiens), P28562. 0.15% of 65,000 active. recombinant MKP-1, OMFP hydrolysis fluorescence. AID 374, 2006;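 active = inhibition above about 50%, limit read from the data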;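 also: 0% = DMSO max control wells and 100% = wells with enzyme stopped by NaOH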
MMP-13 inhibitor = human MMP13 inhibitors, primary screen, biochemical, FRET peptide cleavage. AID 570, 2006. Collagenase 3 (Homo sapiens), P45452. 0.07% of 65,000 active. MMP-13 fTHP FRET cleavage, Mca fluorescence. inhibition, % at 4 µM;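 active = inhibition above the mean of compound-free control plate wells plus 3 SD, cut at about 14% in these data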;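 also: 0% = DMSO wells and 100% = wells with reference MMP-13 inhibitor after basal subtraction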
Abs 340nm = compound light absorbance at 340 nm, profiling panel, artefact control, biochemical, MLSMR library, data from PS, PMK, MK assays; compound absorbance at 340 nm, fold over control; fold change at 10 µM; 65,000 tested, under 10 active;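 active = at 10 µM dose, initial 340 nm absorbance at least 2 fold that of control wells; inactive = change under 2 fold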;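 also: initial absorbance extrapolated from kinetic A340 decline of NADH oxidation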
FXIa inh mix = FXIa protease inhibitors in compound pools, primary screen, biochemical, 10-compound mixtures. 0.19% of 62,000 active. Coagulation factor XI (Homo sapiens), P03951. inhibition, % at 5 µM. purified FXIa, fluorogenic substrate, pooled mixtures;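 also: each value is inhibition by a whole ten-compound pool holding the compound; 0% = enzyme with no mixture and 100% = wells lacking enzyme; strong numbers were not always called active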
FXIIa mix inh = human factor XIIa inhibitors, primary screen, biochemical, pooled compound mixtures, fluorogenic substrate | purified FXIIa | 0.2% of 62,000 active | AID 684, 2007 | Coagulation factor XII (Homo sapiens), P00748 | inhibition, % at 5 µM;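 also: 0% = enzyme without compound and 100% = no enzyme blank; some results filed as inactive read as strong as hits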
AP ELISA ortho = alternative complement pathway inhibitors, primary screen, biochemical, ELISA, human serum, orthogonally pooled compounds. AID 1235, 2008. LPS-coated ELISA, C3 deposition; tested in compound mixtures. inhibition, % at 5 µM. 0.08% of 62,000 active;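 active = inhibition above 30% in each of the two pooled mixtures holding the compound, so the lower value exceeds 30%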;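 also: 0% = serum in Mg-EGTA without compound and 100% = EDTA serum blank; some compounds past the cut are filed as inactive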
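Test system: human serum alternative complement pathway, C3 deposition on LPS-coated wells; also added: Plate-bound LPS; doses: 5 µM per compound in ten-compound mixtures; schedule: 1 h at 37 °C; detection: Anti-C3 ELISA, OD 450 nm; evaluation: percent inhibition of C3 deposition onto LPS; repeats: two pool placements per compound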
JNK3 blocker = JNK3 kinase activity inhibitors, primary screen, biochemical, human, purified enzyme | Mitogen-activated protein kinase 10 (Homo sapiens), P53779 | HTS | inhibition, % at 8 µM | 0.61% of 60,000 active | AID 746, 2007; in the data active = inhibition above about 17%;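 also: 0% = DMSO and 100% = reference inhibitor; many of its hits are not listed in these tables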
Target sequence (P53779 whole entry, looked up): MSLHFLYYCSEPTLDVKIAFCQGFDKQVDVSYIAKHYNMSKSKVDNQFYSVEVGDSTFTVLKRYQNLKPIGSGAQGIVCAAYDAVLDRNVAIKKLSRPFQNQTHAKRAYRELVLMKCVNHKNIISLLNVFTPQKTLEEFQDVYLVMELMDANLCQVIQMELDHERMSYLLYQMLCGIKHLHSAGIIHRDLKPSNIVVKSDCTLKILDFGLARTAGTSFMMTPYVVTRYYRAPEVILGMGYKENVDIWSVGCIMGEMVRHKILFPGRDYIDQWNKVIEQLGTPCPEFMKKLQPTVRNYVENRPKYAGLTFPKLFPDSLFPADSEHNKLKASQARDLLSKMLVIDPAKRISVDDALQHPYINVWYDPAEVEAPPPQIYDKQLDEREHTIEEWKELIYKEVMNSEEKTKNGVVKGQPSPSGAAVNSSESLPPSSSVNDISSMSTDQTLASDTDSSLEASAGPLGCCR
An asterisk follows results filed as active; x = no result given; [ ] = remark or other dose. Rule as the data show it, unless noted: active = inhibition above about 20% (passing the limit was not always enough); inactive = the rest. This is a random part of the collection; overall some 1.5% were active at least once.

SMILES | Hsp90 inh | Cdc25B block | MKP-1 inh | MMP-13 inhibitor | Abs 340nm | FXIa inh mix | FXIIa mix inh | AP ELISA ortho | JNK3 blocker
CCc1[nH]nc2c1C1(CCN(C(=O)c3ccccc3)CC1)C(C#N)=C(N)O2 | -2 | -9 | 5 | -5 | 1 | -16 | 3 | 0 | 6
COc1ccc(CCNC(=O)c2c(O)c3cccc4c3n(c2=O)CC4)cc1OC | -3 | -1 | 27 | 7 | 1 | 3 | 11 | 7 | 2
COc1cc(OC)nc(NC(=O)CS(=O)(=O)c2ccccc2)n1 | -3 | -7 | 0 | 3 | 1.1 | x | x | x | 3
CCCCCOC(=O)CSc1nc2c(c(=O)[nH]c(=O)n2C)n1CCc1ccccc1 | 0 | 32 | 3 | 2 | 1 | x | x | x | -5
Cc1cccc(NC2=NCC(=O)N2Cc2ccccc2)c1 | 9 | 9 | -15 | 4 | 1.1 | 2 | 17 | 2 | x
COc1ccc(C(CC(=O)NCCCN2CCOCC2)NS(=O)(=O)c2ccc(C)cc2)cc1 (stereo not given) | -1 | 7 | -5 | -11 | 1.1 | 7 | 9 | 7 | 3
c1ccc(Cc2nnc3sc(C4COc5ccccc5O4)nn23)cc1 (stereo not given) | -4 | -16 | 12 | 1 | 1 | x | x | x | -10
O=c1c2[nH]c3cccc(Cl)c3c2ncn1CCN1CCCCC1 | -10 | 0 | -9 | -17 | 1 | 6 | -19 | 9 | 4
O=C(CSC1=NCCN1)C1COc2ccccc2O1 (stereo not given) | -2 | -6 | 5 | 10 | 1 | 3 | 6 | -5 | -5
O=C(CN1CCOCC1)Nc1cccc(Br)c1 | -9 | -8 | -7 | 4 | 1 | 5 | -4 | 4 | 6
COc1cccc(-n2nnc3c(=O)n(Cc4cccc(F)c4)cnc32)c1 | -2 | -7 | -6 | 2 | 1 | -1 | 8 | 3 | x
CC(C)c1nc2oc3c(N4CCN(C)CC4)ncnc3c2c2c1CCC2 | -5 | -5 | 34 | -14 | 1 | 4 | 5 | 4 | -5
CCn1c(NC2CCCCC2)nc2ccccc21 | -5 | -11 | -4 | 0 | 1 | 0 | 4 | 4 | -3
Nn1c(Cc2cccc3ccccc23)nnc1SC1CCOC1=O (stereo not given) | -6 | -10 | 10 | -7 | 0.99 | 10 | 2 | 10 | -3
COC(=O)c1[nH]c2ccc(C)cc2c1NC(=O)CN1CCN(C(=O)c2ccccc2)CC1 | -5 | 3 | 2 | -49[fluorescence artefact?] | 1 | 9 | -17 | 9 | -5
O=C(NCc1nc2ccccc2[nH]1)c1ccco1 | -1 | -1 | 9 | 3 | 0.99 | -36 | 4 | -4 | 6
O=C(OCC#CCSc1nnc(-c2ccccc2)o1)c1ccco1 | -3 | -8 | -15 | 4 | 0.97 | 6 | 12 | 18 | 5
CN(C)CCCN(C(=O)c1cccs1)c1nc(-c2ccccc2)cs1 | 1 | -12 | -35 | -6 | 1 | 5 | 2 | 8 | 3
O=[n+]1c2c(n([O-])c3c1CCCC3)CCCCC2 | -4 | -11 | -6 | -1 | 1 | -4 | 3 | -3 | -6
O=C(Cc1cccs1)Nc1nncs1 | -23 | 4 | 2 | 3 | 1 | 5 | 6 | 10 | 1
O=C(c1nn2cccnc2c1Cl)N1CCN(c2ccccc2)CC1 | 0 | -19 | -4 | 4 | 1 | 4 | -16 | 5 | 2
CCCn1c(SCC(=O)NCCc2ccc(OC)c(OC)c2)nc2c1c(=O)n(C)c(=O)n2C | -6 | 4 | -16 | -1 | 1 | x | x | x | 12
CCN1C(c2ccc(F)cc2)=CS/C1=C(\C#N)c1nnc2n1-c1ccccc1SC2 | 2 | 2 | 26 | -1 | 1.1 | -4 | 8 | -5 | -7
CC(C)(C)c1nc(NCCN2CCOCC2)c2nnn(Cc3ccccc3Cl)c2n1 | -3 | -18 | 32 | 3 | 1 | 2 | -17 | 17 | 2
CN1C(=O)/C(=C2/C=Cc3ccccc3N2CCCS(=O)(=O)O)SC1=S | -6 | 3 | 34 | 18* | 1.1 | 4 | 8 | -3 | 1
Cc1cc2c(ccc3c2no[n+]3[O-])nn1 | 23 | -1 | 19 | 2 | 1.1 | -1 | 3 | 6 | -3
Cc1cccc(CCNS(=O)(=O)c2ccc3c(c2)oc(=O)n3C)c1 | 2 | 0 | 26 | 0 | 0.98 | 8 | -2 | 8 | 2
Clc1ccccc1C1=Nn2c(nnc2-c2ccncc2)SC1 | -1 | 1 | -15 | 0 | 1.1 | 13 | -1 | -8 | 2
COc1cccc(Cn2c(NCc3ccccn3)nc3c2c(=O)n(C)c(=O)n3C)c1 | -8 | -29 | -18 | 1 | 1 | x | x | x | 2
CCn1c(SC(C)C(=O)O)nc2sc3c(c2c1=O)CCC3 (stereo not given) | -8 | -17 | -15 | -5 | 1.1 | x | x | x | 4
COc1cccc(C(c2nnnn2Cc2ccccc2)N2CCN(C3CCCC3)CC2)c1OC (stereo not given) | 1 | 4 | -2 | 6 | 1 | 6 | 2 | 8 | 3
O=C(C1CCN(S(=O)(=O)N2CCC3(CC2)OCCO3)CC1)N1CCC(Cc2ccccc2)CC1 | -1 | -9 | 31 | -2 | 0.99 | -3 | -2 | 5 | 1
COc1cccc(OC)c1C(=O)Nc1nc2ccc(S(C)(=O)=O)cc2s1 | -5 | 18 | -22 | -58 | 1 | x | x | x | -13
O=C1CSC(c2cccc(F)c2)N1c1ccccc1F (stereo not given) | -3 | -4 | 4 | -1 | 0.99 | 2 | 5 | 6 | 4
Cc1cc2c3nonc3ccc2n1-c1ccccc1 | x | -16 | 6 | x | 1 | -6 | 5 | 21 | x
CCOc1ccccc1NC(=O)CSc1nccn1-c1ccccc1 | 3 | 3 | 0 | 2 | 1 | 4 | -19 | 17 | -1
COC(=O)c1[nH]c2cc(OC)ccc2c1N | -12 | 1 | 0 | 4 | 1.1 | 2 | 2 | 19 | -23
CCc1c(O)nc(SCC(=O)N2CCOCC2)n(-c2ccccc2)c1=O | 0 | -1 | 11 | 4 | 1 | -6 | -12 | -1 | -1
CCN(CC)/C(=N/O)NC(=O)NS(=O)(=O)c1ccc(C)cc1 | -9 | 10 | -4 | 1 | 1 | 6 | -12 | -8 | 2
O=C(O)CCCC(=O)Nc1ccc(Br)cc1C(=O)O | -2 | -14 | -5 | 2 | 1 | 7 | 3 | 6 | 3
Cc1cccc2c(=O)cc(C)n(CC(=O)N3CCOCC3)c12 | -1 | -15 | 30 | -4 | 1 | 0 | 2 | 20 | 1
CCCn1c(SCC(=O)c2cc(OC)ccc2OC)nnc1C(C)C | -4 | 1 | 14 | 5 | 1 | 8 | -8 | 16 | -3
COCC(C)n1c(SCC(=O)N2CCCCC2)nc2ccccc2c1=O (stereo not given) | -2 | -13 | -2 | 4 | 1 | 6 | -14 | 19 | 1
Cc1c(C(N)=O)sc(N)c1C(=O)OC(C)C | -4 | -15 | 8 | -1 | 1.1 | -1 | -2 | -12 | 9
C/C(O)=C(\C#N)c1nnc2n1CCCCC2 | -1 | -13 | 4 | 1 | 1 | 0 | -20 | 13 | -4
CCOC(=O)c1cccc(NC(=O)Cn2cc3c(n2)CCC(C)C3)c1 (stereo not given) | -3 | -4 | 3 | 6 | 1.1 | 10 | 3 | 5 | 3
CCN1c2ccccc2NC2N=C(OC)C(c3ccccc3)C21 (stereo not given) | -3 | -10 | 2 | -5 | 1 | -6 | -2 | 3 | -3
CC1CN(CC(O)COc2ccccc2C(C)(C)C)CC(C)O1 (stereo not given) | -3 | -10 | 1 | 0 | 0.97 | 2 | 3 | 12 | 6
N#C/C(Cn1c[n+](NC(=O)Nc2ccccc2)cn1)=N/O | -1 | 2 | -11 | 0 | 1 | -13 | 4 | 12 | 9
COc1ccc2[nH]c(C)c(CN3CCCC(C)C3)c(=O)c2c1 (stereo not given) | -5 | -10 | 6 | -54 | 0.98 | 5 | -4 | 10 | 2
NC(=O)c1nn(-c2ccccc2)nc1NC(=O)CN1CCCCC1 | -2 | -6 | 9 | -22 | 1 | 6 | 1 | 12 | 3
CCOc1ccc(C(=O)NCCn2cc(SCC(=O)Nc3cc(C)on3)c3ccccc32)cc1 | -8 | 5 | 5 | -1 | 0.98 | 2 | 2 | 9 | 0
CC(C)CNC(=O)C1CCCN(S(=O)(=O)c2ccc(-n3cnnn3)cc2)C1 (stereo not given) | -2 | -9 | 10 | -8 | 1 | 3 | -1 | -8 | -6
CCC(C)N1C(=O)CCC1C(=O)NCc1ccc2c(c1)OCO2 (stereo not given) | -3 | 4 | -2 | 4 | 1 | 1 | 1 | 18 | 3
CCOc1ccc(C(=O)Nc2ccc3c(c2)OCO3)cc1OCC | 3 | -19 | 0 | 2 | 1.1 | 4 | -3 | 17 | 2
COc1cccc(-c2cc(C(=O)N3CC4(C)CC3CC(C)(C)C4)no2)c1 (stereo not given) | -2 | -20 | 27 | 2 | 1 | 1 | 2 | 10 | -1
O=C1Cc2ccccc2C(c2ccccc2)N1 (stereo not given) | -3 | -3 | -1 | -1 | 0.99 | -2 | -11 | 9 | -1
C=CCn1c(COc2cccc3ccc(C)nc23)nnc1SCC(N)=O | -8 | -5 | 5 | -6 | 1 | 12 | -7 | 4 | -6
CCOC(=O)CSc1nc(NC#N)nc(N(CC)CC)n1 | -7 | -3 | -17 | -10 | 1 | x | x | x | 2
O=C(CSc1nnnn1-c1ccccc1)Nc1ccc(Cl)cn1 | -5 | 0 | 7 | 4 | 1.1 | -4 | 5 | 2 | -1

Three of the entries above in order of their number in MKP-1 inh, falling:
canonical_smiles | MKP-1 inh
Cc1c(C(N)=O)sc(N)c1C(=O)OC(C)C | 8
CCC(C)N1C(=O)CCC1C(=O)NCc1ccc2c(c1)OCO2 (stereo not given) | -2
CCOC(=O)CSc1nc(NC#N)nc(N(CC)CC)n1 | -17

Remaining list, next part.
SMILES | Hsp90 inh | Cdc25B block | MKP-1 inh | MMP-13 inhibitor | Abs 340nm | FXIa inh mix | FXIIa mix inh | AP ELISA ortho | JNK3 blocker
COc1ccc2cc3cc(C(=O)Nc4ccc5c(c4)OCO5)oc3nc2c1 | 2 | 12 | 8 | 0 | 1.1 | -4 | 4 | 2 | -6
O=C(Cn1cnc2c(oc3ccccc32)c1=O)N1CCCc2ccccc21 | -4 | 2 | 11 | 3 | 1.1 | 3 | 5 | -5 | x
CCOC(=O)c1sc(SCC(=O)Nc2ccc(N(C)C)cc2)nc1N | -4 | -1 | -11 | 3 | 1.1 | 2 | -17 | 20 | -6
CCN(CC)c1ccc(NC(=O)CC2Oc3ccccc3NC2=O)c(C)c1 (stereo not given) | 0 | -3 | 8 | 9 | 1 | 0 | 0 | 3 | -9
CCCCC(=O)O[C@]1(C(=O)CO)CC[C@H]2[C@@H]3CCC4=CC(=O)CC[C@]4(C)[C@H]3[C@@H](O)C[C@@]21C | -3 | 4 | -7 | -2 | 0.98 | 1 | 2 | 4 | -5
